# Assay outcomes (PubChem)
# Yeast superoxide: reduction of superoxide in aged yeast, primary screen, HTS | superoxide response (% of plate mean), % at 10 µM | 330,000 compounds, 0.18% hits | S. cerevisiae aged cells, superoxide DHE fluorescence; stronger effect = lower value;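 active = superoxide response under a set limit, about three screen SD below normal, cut at about 65% in these data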;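 note: yeast aged for seven days with compound at 30 °C before DHE staining; 100% = average MFI of all compound-treated wells on the plate with controls excluded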
# EBNA-1 inhibitor: EBNA-1 DNA-binding inhibitors, primary screen, biochemical, fluorescence polarization; inhibition, % at 14.8 µM; 300,000 compounds, 0.34% hits; in the data active = inhibition above about 28%
# MEX-5 binding: MEX-5 zinc finger RNA-binding disruptors – biochemical, C. elegans, fluorescence polarization, MLPCN library, primary screen; Zinc finger protein mex-5 (Caenorhabditis elegans), Q9XUB2; activity score (negative = inhibition of binding), % at 10 µM; MEX-5/FITC-TCR2 RNA binding; stronger effect = lower value; 300,000 compounds, 0.38% hits;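 active = inhibition past about -25% in most replicates, and total fluorescence under double the plate's negative control median, limit read from the data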;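 note: 0% = DMSO and -100% = 5 µM competing unlabeled TCR2 RNA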
# Target sequence (Q9XUB2 whole entry, looked up): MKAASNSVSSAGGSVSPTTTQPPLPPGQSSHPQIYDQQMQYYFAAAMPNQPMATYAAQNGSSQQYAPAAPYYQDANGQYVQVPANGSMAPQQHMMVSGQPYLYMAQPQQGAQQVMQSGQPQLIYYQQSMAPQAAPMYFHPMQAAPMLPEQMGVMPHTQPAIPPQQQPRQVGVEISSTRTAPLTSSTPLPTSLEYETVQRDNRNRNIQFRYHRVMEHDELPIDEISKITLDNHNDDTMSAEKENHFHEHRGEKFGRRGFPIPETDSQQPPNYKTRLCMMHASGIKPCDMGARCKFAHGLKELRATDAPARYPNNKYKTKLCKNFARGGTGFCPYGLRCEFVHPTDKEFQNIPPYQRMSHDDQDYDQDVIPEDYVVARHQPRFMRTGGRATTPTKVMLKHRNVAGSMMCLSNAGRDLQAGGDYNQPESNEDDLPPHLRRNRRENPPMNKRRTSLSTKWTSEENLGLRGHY
# GLD-1 TGE inh: GLD-1/TGE RNA complex disruptors, primary screen, biochemical, fluorescence polarization | purified GLD-1 + fluorescein TGE RNA | Female germline-specific tumor suppressor gld-1 (Caenorhabditis elegans), Q17339 | 320,000 compounds, 0.44% hits | AID 2280, 2010 | inhibition, % at 5.96 µM;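 active = percent inhibition above a per-plate cutoff, the plate mean of test compounds plus 3 SD, cut at about 30% in these data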;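 note: 0% = DMSO wells with GLD-1 and probe and 100% = wells lacking GLD-1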
# Target sequence (Q17339 whole entry, looked up): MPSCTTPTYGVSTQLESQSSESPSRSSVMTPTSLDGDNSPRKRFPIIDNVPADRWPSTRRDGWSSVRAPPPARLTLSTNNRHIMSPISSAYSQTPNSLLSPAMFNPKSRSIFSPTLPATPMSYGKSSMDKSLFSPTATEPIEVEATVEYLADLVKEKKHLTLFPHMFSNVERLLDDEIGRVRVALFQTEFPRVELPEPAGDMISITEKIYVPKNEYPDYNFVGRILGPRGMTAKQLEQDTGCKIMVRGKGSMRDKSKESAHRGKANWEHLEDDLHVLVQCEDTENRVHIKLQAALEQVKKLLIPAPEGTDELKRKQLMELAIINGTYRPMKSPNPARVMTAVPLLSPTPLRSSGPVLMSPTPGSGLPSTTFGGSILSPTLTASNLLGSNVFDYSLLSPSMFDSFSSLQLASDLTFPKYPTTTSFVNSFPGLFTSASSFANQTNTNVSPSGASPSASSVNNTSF
# BCLXL inh: inhibitors of human Bcl-xL, primary screen, biochemical, fluorescence polarization, HTS | GST-Bcl-xL / FITC-Bim BH3 peptide fluorescence polarization | inhibition, % at 10.9 µM | 320,000 compounds, 0.7% hits | AID 2129, 2009;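 active = inhibition above the mean of all tested compounds plus 3 SD, cutoff set per campaign, cut at about 30% in these data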;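 note: 0% = DMSO wells and 100% = unlabeled Bim-BH3 peptide competitor; inhibitors lower millipolarization by displacing the labeled peptide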
# Efflux pump inh: inhibitors of Candida efflux pumps in yeast, primary screen, S. cerevisiae, Nile Red, multiplex. S. cerevisiae Candida pump triplex. inhibition, % at 10 µM. 330,000 compounds, 0.44% hits;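 active = plate passing quality check with inhibition over a set limit, or well fluorescence over plate mean plus 4 SD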;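 note: Nile Red retained in pooled yeast measured as flow cytometry median fluorescence; 0% = buffer negative control and 100% = Enniatin B positive control; higher means more Nile Red kept so more efflux inhibition; some compounds called inactive have numbers as strong as hits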
# ZTA DNA inh: blocks Epstein-Barr virus ZTA, an EBNA-1 counter-screen; P03206; ZTA-DNA binding, fluorescence polarization; inhibition, % at 11 µM; 320,000 compounds, 0.15% hits; in the data active = inhibition above about 33%
# MCL1 BIM primary: inhibitors of MCL1 binding to BIM-BH3, primary screen, biochemical, fluorescence polarization; Induced myeloid leukemia cell differentiation protein Mcl-1 (Homo sapiens), Q07820; GST-MCL1 / FITC-Bim-BH3 fluorescence polarization; inhibition, % at 10.9 µM; 320,000 compounds, 0.68% hits;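 active = inhibition above the mean inhibition of all tested compounds plus 3 SD, set per campaign, cut at about 40% in these data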;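 note: 0% = DMSO wells and 100% = unlabeled Bim-BH3 peptide control; higher means more loss of mP so more displacement of Bim peptide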
# Fam108B counter: mouse Fam108B serine hydrolase inhibitors, primary screen, counter-screen for RBBP9 inhibitor project, biochemical, fluorescence polarization; recombinant Fam108B, FP-Rh probe fluorescence polarization; AID 1947, 2009; inhibition, % at 9.51 µM; 300,000 compounds, 0.33% hits;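 active = inhibition above the screen mean inhibition plus 3 SD, computed separately per campaign, cut at about 18% in these data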;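 note: inhibitors lower polarization as less probe binds the enzyme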
# * hit, by the source's call; . = no result given.
SMILES,Yeast superoxide,EBNA-1 inhibitor,MEX-5 binding,GLD-1 TGE inh,BCLXL inh,Efflux pump inh,ZTA DNA inh,MCL1 BIM primary,Fam108B counter
COc1ccc(S(=O)(=O)Cc2ccc(C(=O)N3CCOCC3)o2)cc1,96,6,-0.1,2,4,0.0,1,4,2
O=C(O)c1ccc(Br)cn1,112,-2,0.0,-5,1,0.0,-12,6,1
COc1cccc(C(=O)NC2CCCc3ccccc32)c1OC (stereo not given),91,7,1.5,1,0,0.4,-14,-3,-2
COc1cc(OC)cc(C(=O)NC(=S)N(Cc2ccccc2)C(C)C)c1,86,-11,0.7,-5,-3,0.1,14,11,4
COc1ccccc1N1C(=O)C2CC(C)=C(C)CC2C1=O (stereo not given),103,-10,1.0,-2,-1,0.1,-5,4,8
CC(Sc1nnnn1C)C(=O)Nc1ccccc1 (stereo not given),103,-2,0.1,3,-3,0.0,-17,4,-3
COc1ccc(C(=O)c2c3ccc(C(F)(F)F)cc3[n+]([O-])n2CCCN)cc1,84,-10,-0.6,1,2,0.0,-2,3,0
COC(=O)CC1(c2ccccc2)C(=O)c2ccccc2C1=O,120,5,-3.3,-1,6,0.2,1,2,1
CC(=O)NC1(c2cccc(F)c2)CCN(CC(=O)NC2CCCCC2)CC1,111,10,-0.1,1,4,0.1,11,8,5
Cn1c(-n2c(CCCN3C(=O)c4ccccc4C3=O)nc3ccccc3c2=O)nc2ccccc21,109,-12,1.7,14,0,0.1,-15,-2,-2
Cn1cccc1CNC(=O)Nc1ccccc1,95,1,-0.4,-3,0,0.1,6,-3,7
O=C(c1cc(COc2c(F)cccc2F)on1)N1CCN(C2CCCCC2)CC1,103,2,-2.1,7,5,-0.1,5,-2,-1

# The closing 3 entries of the section above are carried over, then new ones follow:
SMILES,Yeast superoxide,EBNA-1 inhibitor,MEX-5 binding,GLD-1 TGE inh,BCLXL inh,Efflux pump inh,ZTA DNA inh,MCL1 BIM primary,Fam108B counter
Cn1c(-n2c(CCCN3C(=O)c4ccccc4C3=O)nc3ccccc3c2=O)nc2ccccc21,109,-12,1.7,14,0,0.1,-15,-2,-2
Cn1cccc1CNC(=O)Nc1ccccc1,95,1,-0.4,-3,0,0.1,6,-3,7
O=C(c1cc(COc2c(F)cccc2F)on1)N1CCN(C2CCCCC2)CC1,103,2,-2.1,7,5,-0.1,5,-2,-1
CCN(CC(=O)Nc1ccccc1OC)C(=O)C1CCC1,110,-17,-3.1,6,2,0.1,-11,-1,-1
O=C(NC(=S)Nc1ccc(-c2ccc(CO)o2)cc1)c1cccs1,108,-9,0.3,4,6,0.0,8,0,-8
CN(CC(=O)Nc1c(Cl)cccc1Cl)C(=O)c1n[nH]c2ccccc12,102,8,-2.9,-2,4,0.1,5,7,2
CCOc1ccccc1NC(=O)C1CCCN1C(=O)OCc1ccccc1 (stereo not given),93,-2,-1.3,-2,5,-0.1,-16,8,-2
Cc1ccc(COC(=O)CN2C(=O)NC3(CCCC3)C2=O)cc1,150,.,.,0,0,0.0,6,1,.
COc1ccc(-c2nc(C)sc2CC(=O)O)cc1,73,-3,0.5,-4,1,-0.1,-5,2,4
CCOC(=O)[C@H]1[C@H]2COc3ccc(C)cc3[C@@H]2N2C(=O)CN(Cc3ccc(C)cc3)C(=O)[C@@]12C,77,.,.,0,3,0.4,-16,3,.
Cc1ccc(NS(=O)(=O)c2ccc(Cl)c(NC(=S)NC(=O)C3CCCCC3)c2)cc1Cl,104,-15,-3.1,5,1,-0.2,-3,0,-36
Cc1cc(NC(=O)C2CC=CCC2C(=O)O)no1 (stereo not given),98,4,0.1,5,5,-0.2,8,10,-1
COc1ccccc1OCC(=O)NNC(=O)c1cccs1,89,4,2.0,6,1,-0.1,13,-4,-1
O=C(CCS(=O)(=O)c1ccc(Br)cc1)N1CCN(c2ccccc2F)CC1,93,3,.,7,4,0.0,6,9,4
CC(=O)Nc1ccc(S(=O)(=O)N2CCN(c3ccc([N+](=O)[O-])c(NCCN4CCOCC4)c3)CC2)cc1,102,10,-1.3,-4,0,-0.4,-1,-5,4
Cc1cccc(C2c3[nH]c4ccccc4c3CCN2C(=O)c2cc3c([nH]c2=O)CCCC3)n1 (stereo not given),92,-14,-10,-2,-2,0.2,-1,-9,4
CCOC(=O)C1=C(C)N(Cc2ccccc2)C(=O)NC1c1ccc(OC)cc1 (stereo not given),102,1,-1.4,2,-1,0.1,-2,-3,1
COc1ccc(Cc2nnc(NC(=O)c3cccc(C)c3)s2)cc1,100,2,1.1,5,4,0.1,2,2,-4
Cc1[nH]c2ccccc2c1C(=O)CSC(=S)N(C)C1CCCCC1,87,11,2.4,-165,-69,-0.1,-11,-123,-20
C/C(=N\NC(=O)COc1ccc(C)cc1C(C)C)c1cc2ccccc2o1,114,13,-1.0,1,0,0.0,16,0,-7
CC12CCC(C(=O)NCc3ccc4c(c3)OCO4)(CC1=O)C2(C)C (stereo not given),86,-6,2.2,11,5,0.0,-15,10,8
OCCOCCNc1ncnc2c1cnn2-c1ccc(Cl)cc1,146,-9,-0.2,-2,4,0.0,-10,0,-3
COc1ccc(Br)cc1C1SCCN1S(C)(=O)=O (stereo not given),114,-5,0.9,4,3,0.1,-13,-3,1
COc1ccc([C@@H]2[C@@H]3C(=O)N(C(C)(C)C)C(=O)[C@@H]3[C@]3(CC(C)C)C(=O)N(c4ccc(C(F)(F)F)cc4)C(=O)N23)cc1,99,-2,2.0,4,3,-0.1,3,10,-4
O=C(/C=C/Nc1ccccc1OC(F)(F)F)C(F)(F)F,111,-3,-1.4,-5,3,0.2,10,-2,-1
O=C(NCCCNC(=O)c1ccc(F)cc1)c1ccc(F)cc1,103,3,0.5,0,0,0.0,-13,-3,3
CCOc1ccc(-c2cc(C(=O)NCCCn3ccnc3)c3cc(Br)ccc3n2)cc1,98,-3,-0.1,-10,-74,-0.1,5,-63,-5

# Random excerpt: two entries already listed.
SMILES,Yeast superoxide,EBNA-1 inhibitor,MEX-5 binding,GLD-1 TGE inh,BCLXL inh,Efflux pump inh,ZTA DNA inh,MCL1 BIM primary,Fam108B counter
C/C(=N\NC(=O)COc1ccc(C)cc1C(C)C)c1cc2ccccc2o1,114,13,-1.0,1,0,0.0,16,0,-7
Cc1[nH]c2ccccc2c1C(=O)CSC(=S)N(C)C1CCCCC1,87,11,2.4,-165,-69,-0.1,-11,-123,-20

# Continuation:
SMILES,Yeast superoxide,EBNA-1 inhibitor,MEX-5 binding,GLD-1 TGE inh,BCLXL inh,Efflux pump inh,ZTA DNA inh,MCL1 BIM primary,Fam108B counter
CC(=O)c1cccc(OC(=O)c2cc(S(=O)(=O)N3CCOCC3)ccc2N2CCCC2)c1,98,.,.,-2,-6,0.0,-15,-17,.
Cc1ccsc1/C=N/NC(=O)Cn1nc(C)c([N+](=O)[O-])c1C,111,6,-1.8,1,5,0.0,-14,2,0
c1ccc(CN2CCN(c3nc(N4CCOCC4)c4ccccc4n3)CC2)cc1,95,1,3.0,4,6,-0.2,12,8,1
CC1CCN(C(=S)NCCc2ccccc2)CC1,95,-4,-2.6,8,-2,-0.1,1,6,-3
CCOC(=O)C[C@H]1c2cc(F)ccc2S(=O)(=O)N1C(C)C,85,5,0.4,6,8,-0.1,-12,3,3
CCOn1c(=O)c(-c2cc3ccccc3o2)[n+]([O-])c2ccccc21,106,13,-43*,19,13,0.0,6,10,2
CCOc1ccc(S(=O)(=O)N(C)C)cc1-c1nc2c(C(C)(C)C)nn(C)c2c(=O)[nH]1,105,1,-4.3,-6,2,0.0,10,6,1
Cc1ccc(C(=O)N2CCN(S(=O)(=O)c3ccc(C(C)C)cc3)CC2)s1,99,-3,0.7,0,0,0.2,-6,-1,1
CCN1C(=O)c2ccccc2S(=O)c2ccc(C(=O)N3CCCC3)cc21 (stereo not given),97,-5,0.4,4,6,-0.1,-7,2,-1
Cc1nc(N2CCN(Cc3ccc4c(c3)OCO4)CC2)nc2c1C(=O)CC(c1ccco1)C2 (stereo not given),97,3,-0.7,1,2,-0.1,-6,-5,-3
CC(C)Sc1nc2c(c(=O)n1C)SC(C)C2 (stereo not given),111,14,1.7,-8,5,0.1,-5,5,0
COc1cc(/C=C2\SC(=O)NC2=O)ccc1Oc1ccc([N+](=O)[O-])cn1,97,13,1.1,2,7,-0.1,15,4,2
O=C(Oc1cccnc1)c1ccc([N+](=O)[O-])cc1Cl,156,1,1.0,-3,6,-0.1,-16,13,2
Cc1sc2nc(CN3CCCC3)nc(Cl)c2c1C,119,-6,1.1,-2,11,0.0,-11,-2,-3
CCOC(=O)C(Cc1ccc(O)cc1)NC(=O)CNC(=O)C1CCCN1C(=O)OC(C)(C)C (stereo not given),95,4,1.3,5,5,-0.2,5,4,3
C=CCn1c(=O)/c(=C2/Sc3ccccc3N2CC)s/c1=C1/C(=O)NN=C1C,104,-5,20,-72,2,0.1,0,-5,-8
COc1ccc(CN2CCCCCC2)cc1OC,106,-9,-0.1,5,1,0.1,-13,1,-2
Cc1cccc(N(C)S(=O)(=O)c2ccc3[nH]c(=O)c(=O)[nH]c3c2)c1,86,-1,-1.1,1,2,0.0,4,3,0
COc1cccc(Oc2coc3cc(OC(=O)N4CCOCC4)ccc3c2=O)c1,92,8,0.1,4,8,0.0,6,4,0
COc1cc(NS(=O)(=O)c2ccc(NC(=O)C34CC5CC(CC(C5)C3)C4)cc2)ncn1,83,9,-0.4,-2,0,0.0,-10,-2,5
OCCN1CCN(C2Cc3cc(Cl)ccc3Sc3ccc(Cl)cc32)CC1 (stereo not given) (tested in a mixture with another compound),98,3,-1.9,-5,0,0.1,0,3,-1
O=C(CSc1nc(-c2ccccc2)c(-c2ccccc2)o1)NCCCO,102,-3,-1.8,-5,-2,0.1,-9,-10,-6
CCCN1CNC(=S)N(c2cc(C)ccc2C)C1,96,0,-0.8,-1,-3,-0.1,-11,-1,3
Cc1cc2occ(CC(=O)N(CC(C)C)c3c(N)n(Cc4ccccc4)c(=O)[nH]c3=O)c2cc1C,108,4,2.0,-4,1,0.1,-6,-2,0
CCc1nnc(NS(=O)(=O)c2ccc(NCc3cc(Cl)cc(Cl)c3O)cc2)s1,107,18,-5.6,9,10,-0.2,1,0,5

# Gathered by group, those above with an NH in an aromatic ring (six)
SMILES,Yeast superoxide,EBNA-1 inhibitor,MEX-5 binding,GLD-1 TGE inh,BCLXL inh,Efflux pump inh,ZTA DNA inh,MCL1 BIM primary,Fam108B counter
CN(CC(=O)Nc1c(Cl)cccc1Cl)C(=O)c1n[nH]c2ccccc12,102,8,-2.9,-2,4,0.1,5,7,2
Cc1cccc(C2c3[nH]c4ccccc4c3CCN2C(=O)c2cc3c([nH]c2=O)CCCC3)n1 (stereo not given),92,-14,-10,-2,-2,0.2,-1,-9,4
Cc1[nH]c2ccccc2c1C(=O)CSC(=S)N(C)C1CCCCC1,87,11,2.4,-165,-69,-0.1,-11,-123,-20
CCOc1ccc(S(=O)(=O)N(C)C)cc1-c1nc2c(C(C)(C)C)nn(C)c2c(=O)[nH]1,105,1,-4.3,-6,2,0.0,10,6,1
Cc1cccc(N(C)S(=O)(=O)c2ccc3[nH]c(=O)c(=O)[nH]c3c2)c1,86,-1,-1.1,1,2,0.0,4,3,0
Cc1cc2occ(CC(=O)N(CC(C)C)c3c(N)n(Cc4ccccc4)c(=O)[nH]c3=O)c2cc1C,108,4,2.0,-4,1,0.1,-6,-2,0
